High-throughput results deposited in PubChem by National Center for Advancing Translational Sciences (NCATS).
HCV inh – blocks hepatitis C virus | Huh7.5.1 HCVcc-Cre infection, luciferase reporter, 44 h | Potency, µM (series often up to 41.8 µM), for the others: top-dose activity change, negative = inhibition, actives largely listed as inhibitors | 3.4% of 340,000 active; further: potency means the concentration at half of the fitted maximal effect
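Seed cells (1,000/well) for 4 h; treat with compound and infect with HCVcc-Cre, moi about 0.5. Incubate 44 h, then detect luciferase activity.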
AmpC inh no detg – blocks E. coli AmpC beta-lactamase in detergent-free assay; Potency, µM (highest dose often 57.1 µM), inactives show at the top dose activity change, negative = inhibition, hits mostly inhibitors; P00811; AmpC nitrocefin hydrolysis, absorbance 480 nm, 0.0001% Triton; 0.52% of 330,000 active;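 further: potency means the concentration at half of the fitted maximal effect; plate controls were no compound for no effect and no enzyme for full effect; nearly all actives have a fitted effect of over 20% in size; some results filed as inactive show a strong effect at the top dose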
Target sequence (P00811 whole entry, looked up): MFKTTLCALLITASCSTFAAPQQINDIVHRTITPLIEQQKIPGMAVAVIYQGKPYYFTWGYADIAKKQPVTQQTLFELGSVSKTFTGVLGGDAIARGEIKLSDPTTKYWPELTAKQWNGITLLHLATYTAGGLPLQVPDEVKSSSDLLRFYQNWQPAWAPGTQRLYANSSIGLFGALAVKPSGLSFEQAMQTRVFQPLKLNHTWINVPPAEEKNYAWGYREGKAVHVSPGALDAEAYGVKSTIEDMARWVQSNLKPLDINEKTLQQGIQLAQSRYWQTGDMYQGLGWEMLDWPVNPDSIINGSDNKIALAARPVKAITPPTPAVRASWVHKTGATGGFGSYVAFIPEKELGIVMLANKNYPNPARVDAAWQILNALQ
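AmpC (5.3 nM in the dispensed reagent) in 20 mM phosphate pH 7.0 with 0.01% (detergent screen) or 0.0001% Triton X-100 was preincubated with compounds for 15 min at room temperature. Nitrocefin was then added from an 800 uM solution, and hydrolysis was followed at 480 nm.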
LmPK inhibitor – LmPK (Leishmania mexicana) enzyme inhibition; Q27686; purified LmPK, Kinase-Glo ATP luminescence, 1 h; Potency, µM (top dose mostly 57.5 µM), without a hit: at the highest dose activity change, negative = inhibition, most hits filed as inhibitors; 0.37% of 290,000 active; further: potency means the concentration at half of the fitted maximal effect
Target sequence (Q27686 whole entry, looked up): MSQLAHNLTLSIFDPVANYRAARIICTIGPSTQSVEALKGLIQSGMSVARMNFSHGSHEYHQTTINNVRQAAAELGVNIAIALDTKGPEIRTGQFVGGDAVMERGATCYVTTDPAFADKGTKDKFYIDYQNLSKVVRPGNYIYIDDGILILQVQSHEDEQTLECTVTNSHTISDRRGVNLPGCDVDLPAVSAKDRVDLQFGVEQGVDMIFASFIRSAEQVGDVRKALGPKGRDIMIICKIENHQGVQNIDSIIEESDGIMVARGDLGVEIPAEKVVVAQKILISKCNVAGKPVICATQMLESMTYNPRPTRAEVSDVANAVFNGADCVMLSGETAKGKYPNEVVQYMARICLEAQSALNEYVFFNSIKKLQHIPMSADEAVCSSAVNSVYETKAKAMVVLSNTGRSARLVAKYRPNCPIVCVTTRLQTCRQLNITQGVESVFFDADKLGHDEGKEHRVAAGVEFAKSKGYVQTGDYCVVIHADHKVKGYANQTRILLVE
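In 50 mM imidazole pH 7.2 with 7 mM MgCl2, LmPK (0.1 nM) turned over PEP (0.5 mM) and ADP (0.1 mM) for 1 h at room temperature. Luciferase read-out of ATP.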
AMA1 RON2 block – AMA1-RON2 (P. falciparum) interaction inhibition; 0.2% of 360,000 active; AlphaScreen AMA1-biotinylated RON2 peptide binding; Potency, µM (titrated, usually from 58.2 µM), without a hit: at the highest dose activity change, negative = inhibition, hits mostly inhibitors; AID 720542;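 further: potency means the concentration at half of the fitted maximal effect; 0% = vehicle wells and -100% = peptide control; nearly all actives have a fitted effect of over 45% in size; some results filed as inactive show a strong effect at the top dose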
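AMA1 (3D7) with his tag at 25 nM final met compounds first, then biotinylated RON2 peptide at 25 nM; detection used donor plus acceptor beads, 10 µg/mL apiece, read by AlphaScreen after 30 min at room temperature.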
HCMV antiviral – human cytomegalovirus inhibition. HFF cells, HCMV-luciferase reporter, 72 h; active compounds read low. activity change, negative = inhibition, % at 57.5 µM. 4.5% of 410,000 active. AID 1259415; in the data active means activity change below about -60%; inconclusive means no clear call, values can overlap the other calls; inactive means above about -39%
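Human foreskin fibroblasts infected with luciferase-reporter HCMV at MOI 1 PFU/cell, compounds at two doses. Luciferase measured 72 h post infection; normalized to buffer-only basal and Salinomycin (10uM) controls.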
AmpC inh detg – AmpC beta-lactamase inhibition with detergent present. P00811. AID 485294. 0.041% of 370,000 active. Potency, µM (titrated, usually from 114 µM), without a hit: at the highest dose activity change, negative = inhibition, actives largely listed as inhibitors. AmpC hydrolysis of nitrocefin, absorbance 480 nm, 0.01% Triton;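 further: potency means the concentration at half of the fitted maximal effect; 0% = no-compound wells and -100% = no-enzyme wells; nearly all actives have a fitted effect of over 25% in size; some results filed as inactive show a strong effect at the top dose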
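20 mM phosphate pH 7.0 + 0.01% (detergent screen) or 0.0001% Triton X-100; 5.3 nM AmpC reagent; cpd preinc 15 min RT; nitrocefin (800 uM stock) to start; A480 q20 s × 4 min; Activity was normalised to no-enzyme and no-compound control wells.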
Tb PYK inh – blocks Trypanosoma brucei pyruvate kinase | AID 624173 | Potency, µM (series often up to 76.8 µM), inactives show at the top dose activity, negative = inhibition, most hits filed as inhibitors | Q57TT1 | 0.12% of 410,000 active | TbPYK enzyme, Kinase-Glo Plus ATP luminescence, 45 min; further: potency means the concentration at half of the fitted maximal effect; nearly all actives have a fitted effect of over 50% in size
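TbPYK + substrate in 50 mM TEA pH 7.2, 100 mM KCl, 10 mM MgCl2, 0.05% BSA, 0.01% Tween-20; cpd pinned; ADP 130 uM final; 45 min RT; Kinase-Glo Plus 10 min; luminescence endpoint.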
Starred values were filed as active, the others as inactive; ? = inconclusive; / = not tested or not shown; & = joins results of further samples; [ ] = remark or other dose. Unless noted, the call rests on the fitted dose curve; in most records, active means well fitted curve in the direction sought with a large enough effect; inconclusive means small, poorly fitted or top-dose-only effect, or another doubt; inactive means no such curve, though single readings can be large; an effect the other way counts as inactive or inconclusive. Unless noted, on the % scale 0 is the no-effect control and ±100 the full control effect.

compound,HCV inh,AmpC inh no detg,LmPK inhibitor,AMA1 RON2 block,HCMV antiviral,AmpC inh detg,Tb PYK inh
CC1=C(C#N)C(=O)NC(=O)/C1=C\c1ccc(-c2cc(C)c(C)cc2[N+](=O)[O-])o1,17%,?,1%,-21%,25,-13%,-26%
COc1ccc(-c2[nH]ncc2-c2ccc3c(c2)OCCO3)c(O)c1,?,/,5%,17%,-82*,4%,-9%
COc1cc(CNc2ccc(N3CCCCC3)cc2)ccc1OCC(=O)NC(C)(C)C,10µM*,1%,-1%,?,-86*,2%,-8%
COC(=O)c1c(C)c(OC(=O)c2c(C)cc(O)c(C=O)c2O)cc(C)c1O,-4%,/,/,0%,/,/,-7%
COc1ccccc1CC(=O)NC1CCCCCC1,12%,-16%,-1%,11%,58,-8%,12%
O=C(Nc1cscc1S(=O)(=O)c1ccccc1)c1ccccc1Cl,0%,-32%,3%,-4%,31,6%,-27%
COc1ccc(N(CC(O)CN2CCOCC2)S(=O)(=O)c2ccccc2)cc1 (stereo not drawn),25%,9%,-4%,14%,21,-8%,1%
COc1ccc2[nH]c(O)c(N=NC(=O)c3ccc(NS(=O)(=O)c4cccs4)cc3)c2c1,?,-29%,/,-10%,49,?,2%
CCOC(=O)N1CCN(C(=O)COC(=O)c2cc(Cl)cc(Cl)c2)CC1,13%,34%,/,-15%,20,/,-5%
Cc1cc(C)c(S(=O)(=O)Nc2ccccc2C(=O)N2CCCC2)c(C)c1,12%,-8%,5%,-25%,-15,?,3%

Reformatted: entries from further up
Values run as follows: HCV inh	AmpC inh no detg	LmPK inhibitor	AMA1 RON2 block	HCMV antiviral	AmpC inh detg	Tb PYK inh
> CC1=C(C#N)C(=O)NC(=O)/C1=C\c1ccc(-c2cc(C)c(C)cc2[N+](=O)[O-])o1
→ 17%	?	1%	-21%	25	-13%	-26%
> COc1ccc(-c2[nH]ncc2-c2ccc3c(c2)OCCO3)c(O)c1
→ ?	/	5%	17%	-82*	4%	-9%
> COc1cc(CNc2ccc(N3CCCCC3)cc2)ccc1OCC(=O)NC(C)(C)C
→ 10µM*	1%	-1%	?	-86*	2%	-8%
> COC(=O)c1c(C)c(OC(=O)c2c(C)cc(O)c(C=O)c2O)cc(C)c1O
→ -4%	/	/	0%	/	/	-7%
> COc1ccccc1CC(=O)NC1CCCCCC1
→ 12%	-16%	-1%	11%	58	-8%	12%
> O=C(Nc1cscc1S(=O)(=O)c1ccccc1)c1ccccc1Cl
→ 0%	-32%	3%	-4%	31	6%	-27%
> COc1ccc(N(CC(O)CN2CCOCC2)S(=O)(=O)c2ccccc2)cc1 (stereo not drawn)
→ 25%	9%	-4%	14%	21	-8%	1%
> COc1ccc2[nH]c(O)c(N=NC(=O)c3ccc(NS(=O)(=O)c4cccs4)cc3)c2c1
→ ?	-29%	/	-10%	49	?	2%
> CCOC(=O)N1CCN(C(=O)COC(=O)c2cc(Cl)cc(Cl)c2)CC1
→ 13%	34%	/	-15%	20	/	-5%

The list goes on.
compound,HCV inh,AmpC inh no detg,LmPK inhibitor,AMA1 RON2 block,HCMV antiviral,AmpC inh detg,Tb PYK inh
NC(=O)c1csc(C2OC(CO)C(O)C2O)n1 (stereo not drawn),/,/,/,10%,-21,/,4%
CCOC(=O)C1=C(O)/C(=C\c2sccc2C)N=C1C,29%,-19%,0%,-4%[11.6 µM],?,8%,-3%
O=c1[nH]c2cc(C(F)(F)F)ccc2n1-c1cc(C(F)(F)F)ccc1O,18%,-44%,/,6%,-8,?,-12%
Cc1ccc(S(=O)(=O)c2c[nH]c3ccc(Cl)cc3c2=O)cc1,-11%,-33%,2%,-11%,56,-1%,1%
CC(=O)Nc1ccc(N2C(C(C)=O)=NN(c3ccc(Cl)cc3)C2c2sccc2C)cc1 (stereo not drawn),?,83%[activator],-1%,-6%,10,-4%,11%
CCOc1cc(/C=N\NC(=O)c2c(C)nc3ccccn23)ccc1O,8%,-16%,4%,32%[activator],23,?,-16%
Cc1n[nH]c(=O)c2c(NC(=O)CSc3nnc(C4CC4)n3C)oc(C)c12,-3%,-17%,/,13%,22,?,-23%
COc1ccccc1N(CC(=O)NCc1ccccn1)S(C)(=O)=O,1%,-7%,-6%,99%[activator],-66*,-3%,0%
CC1Cc2cc(S(=O)(=O)N3CCCC(C(=O)N4CCCCC4)C3)ccc2N1C(=O)C1CC1 (stereo not drawn),-14%,122%[activator],-6%,-2%,-40,2%,-2%
CC[C@@]12C(=O)N(c3cccc(Cl)c3)C(=O)N1[C@H](c1ccc(Br)cc1)[C@@H]1C(=O)N(C(C)(C)C)C(=O)[C@@H]12,-13%,71%[activator],/,4%,3,?,-4%

More compounds follow:
compound,HCV inh,AmpC inh no detg,LmPK inhibitor,AMA1 RON2 block,HCMV antiviral,AmpC inh detg,Tb PYK inh
COc1ccc(NC(=O)c2cccc(Oc3ccc([N+](=O)[O-])cc3Cl)c2)cc1,?,2.5µM*,0%,?,-87*,?,1%
O=C(NNC(=O)c1cccc(Cl)c1)NNC(=O)c1cccc(Cl)c1,20%,-30%,/,2%,22,/,7%
CCCOc1ccc2oc(=O)c3c(c2c1)CCCN3C(=O)CN(C)Cc1ccccc1,?,121%[activator],-4%,-8%,?,-11%,-6%
Cc1nnc(SCC(=O)NC(C)c2ccccc2)[nH]c1=O (stereo not drawn),10%,-29%,6%,8%,6,3%,-23%
Cc1ccc(NC(=O)C2CCN(S(=O)(=O)c3cccs3)CC2)c(O)c1,-34%,-34%,-7%,-2%,-9,6%,-1%
Cc1cc(-c2ccc(S(=O)(=O)Nc3ccc(Br)c(C)c3)s2)on1,/,/,/,/,0,1%,-10%[15.4 µM]
CN1CCN(NC(=O)c2ccc(COc3ccccc3Br)o2)CC1,-30%,8%,-1%,-12%,-37,?,2%
C[C@@H]1CN([C@@H](C)CO)S(=O)(=O)c2ccc(C#Cc3cccc(F)c3)cc2O[C@@H]1CN(C)CC1CC1,/,/,/,-13%,1,/,4%
CCCc1nn(C)c(C(=O)Nc2ccc3ccccc3c2)c1Cl,-15%,-14%,-2%,8%,57,?,-2%
COc1ccc(CCNC(=O)Cc2nn(C)c(=O)c3ccccc23)cc1OC,-11%,-9%,0%,0%,19,?,-2%

Following part.
compound,HCV inh,AmpC inh no detg,LmPK inhibitor,AMA1 RON2 block,HCMV antiviral,AmpC inh detg,Tb PYK inh
Cc1ccc2nc(NC(=O)c3ccc(NS(=O)(=O)c4cccs4)cc3)sc2c1,-9%,-41%,-3%,-1%,-31,-14%,-5%
C=CCNc1ncnc2c1ncn2[C@H]1CN(CCc2ccccc2)C[C@@H](CO)O1,/,/,/,1%,-28,/,-4%
OCCNc1ncnc2c1ncn2[C@H]1CN(Cc2ccncc2)C[C@@H](CO)O1,/,/,/,6%,-32,/,-1%
COc1ccccc1N1CCN(C(=O)c2nn(-c3ccccc3OC)c(=O)c3ccccc23)CC1,-8%&1%,132%[activator],-2%,-7%,46,2%,0%
COc1cc2cc(C(=O)N3CCN(Cc4ccc5c(c4)OCO5)CC3)[nH]c2cc1OC,?,89%[activator],5%,-13%,-92*,1%,2%
CCn1c(SCc2nc3ccccc3s2)nnc1-c1cccs1,-27%,-30%,0%,10%,83,?,-24%
CN1C(=O)CC(N2CCC(c3nc4ccccc4s3)CC2)C1=O (stereo not drawn),-2%,4%,-1%,-13%,18,-9%,5%
COc1ccc(CCN(C)C(=O)c2ccc(OCC(=O)N3CCOCC3)c(OC)c2)cc1OC,7%,-4%,-2%,26%,39,0%,-2%
Cn1c(=O)oc2cc(S(=O)(=O)N3CCOCC3)ccc21,5%,/,-2%,2%,-20,-8%,3%
Cc1c(N=C2NN=C(c3c[nH]c4ccccc34)CS2)c(=O)n(-c2ccccc2)n1C,7%,-1%,1%,94%[activator],-9,2%,-26%

Following part.
compound,HCV inh,AmpC inh no detg,LmPK inhibitor,AMA1 RON2 block,HCMV antiviral,AmpC inh detg,Tb PYK inh
C=CCn1c(Sc2nnc(C)s2)nc2c1c(=O)[nH]c(=O)n2C,-2%,-17%,6%,-4%,68,-15%,-5%
O=C(O)C1CC(c2ccccc2F)=NO1 (stereo not drawn),13%,-14%,1%,19%,15,0%,-2%
Cc1cccc(NC(=O)CSc2ncc(-c3ccccc3)[nH]2)c1C,/,/,/,/,45,1%,0%
COc1ccccc1-c1nnc2n1N=C(C(C)(C)C)CS2,5%,-17%,-1%,-12%,9,5%,-9%
Cc1ccc(NC(=O)CSc2nnc(/N=C/N(C)C)s2)cc1,10%,-17%,0%,1%,-36,1%,-5%
COc1ccc(CNC(=O)C2(c3ccc(Cl)cc3)CC2)cc1,-3%,-16%,-1%,-9%,0,-6%,-3%
c1ccc2c(c1)CC(CN1CCNCC1)O2 (stereo not drawn),2%,-8%,-4%,3%,26,?,-6%
COc1ccc(S(=O)(=O)N(C)c2nc3ccccc3n3c(CC(C)C)nnc23)cc1,?,48%,7%,0%,-14,-1%,3%
Cc1ccc(-c2nnc3ccccc3c2C(=O)Nc2ccc(F)cc2)cc1,/,/,/,/,71,3%,0%
O=C(Nc1ccc2c(c1)CCC2)c1ccc(Br)o1,-23%,-41%,-29%,-4%,-34,?,-3%

Continuation:
compound,HCV inh,AmpC inh no detg,LmPK inhibitor,AMA1 RON2 block,HCMV antiviral,AmpC inh detg,Tb PYK inh
COc1cc(OC)c2c(-c3cccc(-c4cccc(C)c4)c3)cc(=O)oc2c1,4.5µM*,-23%,/,-3%,-35,/,-1%
CSc1ncc(C(=O)Nc2ccccc2C(=O)c2ccccc2)c(C(F)(F)F)n1,/,/,/,/,0,7%,-1%
COc1ccc2c(=O)c3c(=O)n(CCc4ccccc4)c(C)nc3oc2c1,12%,/,/,-16%,3,/,-8%
Cc1ccc(N(C)/N=C/c2ccc(Cl)cc2Cl)nn1,1%,-10%,0%,-4%,-68*,-1%,-2%
CCCOc1nc2ccccc2cc1/C=C/C(=O)O,13%,-53%,3%,2%,?,-13%,-2%
Cc1cc(OCC(=O)Nc2ccccc2F)nc(C(C)C)n1,12%,-19%,-15%,12%,-4,-1%,-9%
CC(=O)c1c(C)[nH]c(C(=O)OCC(=O)Nc2cc(S(=O)(=O)N3CCCC3)ccc2Cl)c1C,1.4µM*,?,4%,-22%,?,-6%,4%
CCN(CC)S(=O)(=O)c1ccc(C(=O)NCC(=O)N/N=C/c2ccccc2OC)cc1,-3%,-14%,-3%,-6%,?,-7%,-3%
CC(=Nc1ccc(O)cc1)c1sc2ccccc2c1O,13µM*,-39%,-1%,-7%,-20,-4%,0%
